Jurkat NFkB inh = lowers PMA/ionomycin-induced NF-kB signal in Jurkat cells | PMA/ionomycin-induced NF-kB luciferase reporter, luminescence | inhibition, % at 4 µM | hit rate 0.53% among 330,000 | AID 435003; in the data active = inhibition above about 50%
697 NFkB inh = inhibitors of the PMA/ionomycin-induced NF-kB reporter in 697 B cells; 697 B-cell NF-kB luciferase reporter, 16 h; inhibition, % at 4 µM; hit rate 0.33% among 330,000; in the data active = inhibition above about 35%
UPR XBP1 act = adaptive UPR (XBP1) activation | CHO-XBP1 luciferase reporter, IRE1-XBP1 UPR activation, luminescence; percent of tunicamycin response, DMSO as zero | activation, % at 20 µM | hit rate 0.33% among 330,000 | AID 463104;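 active = versus positive control, 20 µM dose yields 30% or more activation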;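 also: 100% = tunicamycin at 10 µg/mL and 0% = DMSO only wells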
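Material: IRE1-XBP1 luciferase reporter CHO line / Quantity: one thousand reporter cells per well / Buffer or medium: F12 with 10% serum / Compound: 20 µM single concentration, DMSO 1% / Times: 6 h treatment, 37 °C / Detection: Steady-Glo luciferase glow luminescence, 10 min after reagent addition / Benchmarks: tunicamycin high, DMSO low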
Mdm2 MdmX PPI = human Mdm2/MdmX binding inhibition. O15151+Q00987. SaOS-2 split-luciferase Mdm2/MdmX complementation, luminescence. inhibition, % at 8 µM. hit rate 3% among 330,000. AID 485346;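 active = inhibition of at least 50% at 8 µM in the primary screen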
Target sequence (O15151 whole entry, looked up): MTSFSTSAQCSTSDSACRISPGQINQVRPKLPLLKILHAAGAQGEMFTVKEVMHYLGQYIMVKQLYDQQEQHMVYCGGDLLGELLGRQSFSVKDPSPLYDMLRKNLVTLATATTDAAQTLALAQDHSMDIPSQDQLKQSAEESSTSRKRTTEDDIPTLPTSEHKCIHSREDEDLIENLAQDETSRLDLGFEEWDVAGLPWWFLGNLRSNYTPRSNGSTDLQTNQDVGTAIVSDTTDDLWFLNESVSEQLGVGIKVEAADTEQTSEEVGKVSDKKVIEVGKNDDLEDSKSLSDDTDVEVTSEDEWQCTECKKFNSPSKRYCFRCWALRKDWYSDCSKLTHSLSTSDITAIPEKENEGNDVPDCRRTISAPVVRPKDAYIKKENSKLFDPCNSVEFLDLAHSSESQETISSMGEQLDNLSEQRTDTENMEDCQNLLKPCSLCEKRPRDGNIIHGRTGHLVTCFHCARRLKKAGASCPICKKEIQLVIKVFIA
Target sequence (Q00987 whole entry, looked up): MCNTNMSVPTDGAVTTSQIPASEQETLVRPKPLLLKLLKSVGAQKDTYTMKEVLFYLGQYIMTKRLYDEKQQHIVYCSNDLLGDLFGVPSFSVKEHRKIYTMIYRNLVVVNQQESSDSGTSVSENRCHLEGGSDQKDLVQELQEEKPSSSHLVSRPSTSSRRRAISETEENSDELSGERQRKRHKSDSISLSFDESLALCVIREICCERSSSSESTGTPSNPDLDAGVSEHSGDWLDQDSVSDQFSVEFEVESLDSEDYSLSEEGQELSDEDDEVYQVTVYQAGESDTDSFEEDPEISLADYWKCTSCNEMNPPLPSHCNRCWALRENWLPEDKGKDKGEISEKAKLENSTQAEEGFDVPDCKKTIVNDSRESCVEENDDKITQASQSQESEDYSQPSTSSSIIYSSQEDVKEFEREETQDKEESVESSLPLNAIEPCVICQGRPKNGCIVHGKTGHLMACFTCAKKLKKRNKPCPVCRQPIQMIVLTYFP
tim23-1 inh = inhibits growth of tim23-1 mutant yeast | inhibition, % at 20 µM | hit rate 1.3% among 330,000 | S. cerevisiae tim23-1 growth, BacTiter-Glo luminescence, 24 h;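 active = growth inhibition of the mutant yeast at or above 50%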;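 also: temperature-sensitive mutant grown at 25 °C; plate controls were DMSO-treated mutant yeast for no effect and medium wells lacking yeast for full effect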
TIM10 inh = inhibits growth of TIM10 yeast strain; S. cerevisiae TIM10 strain growth, BacTiter-Glo luminescence, 24 h; inhibition, % at 10 µM; hit rate 1.4% among 330,000;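 active = inhibition of 40% or more at the single tested concentration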;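 also: wild-type TIM10 isogenic control strain grown at permissive 25 °C; 0% = DMSO yeast wells and 100% = minimal medium wells without yeast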
tim10-1 inh = tim10-1 yeast growth inhibition. S. cerevisiae tim10-1 ts strain growth, BacTiter-Glo, 24 h. inhibition, % at 20 µM. hit rate 2.2% among 330,000. AID 463190;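 active = inhibition of at least 40%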;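 also: mutant grown at 25 °C; 0% = DMSO wells with yeast and 100% = wells holding no yeast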
CHOP UPR activ = apoptotic UPR (CHOP) activation; CHO-CHOP luciferase reporter, luminescence; percent of tunicamycin response over DMSO baseline; activation, % at 10 µM; hit rate 0.34% among 330,000;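 active = at 10 µM dose, activation of 40% or more, normalized to positive control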;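 also: 100% = tunicamycin at 10 µg/mL and 0% = DMSO alone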
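Test system: CHO CHOP reporter cells. Input: 500 CHO-CHOP cells per well. Medium: F12 with 10% FBS. Technique: luciferase luminescence. Measure: percent activation relative to tunicamycin control. Dosing: 10 µM compound, 0.5% DMSO. Timing: 16-18 h cell attachment, then 6 h compound exposure, 37 °C.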
The depositor's hits bear a star.

no.	Structure	Jurkat NFkB inh	697 NFkB inh	UPR XBP1 act	Mdm2 MdmX PPI	tim23-1 inh	TIM10 inh	tim10-1 inh	CHOP UPR activ
1	Cc1ccc(C(=O)N2CCN(Cc3ccc4c(c3)OCO4)CC2)cc1C	9	-18	-2	8	18	-9	-26	-1.7
2	CNc1oc(Cc2ccccc2)nc1S(=O)(=O)c1ccc(Cl)cc1	11	3	0	-4	8	-11	-30	-2.4
3	Cc1cc(N2CCN(C(=O)Nc3ccccc3C#N)CC2)c2ccccc2n1	-8	-2	2	20	-6	4	12	-0.3
4	COCC(C)NC(=O)c1cc(-c2ccc(O)cc2)on1 (stereo not drawn)	-17	-21	4	9	20	-3	12	3.9
5	Cc1ccc(-c2nc3ccccc3c(=O)n2Cc2ccccc2)cc1	-14	-19	3	5	15	-8	-3	-0.3
6	CCOc1ccc(NC(=O)CN(C)C(=O)c2ccccc2OCc2cccc(C)c2)cc1OCC	-14	-14	-2	-10	19	9	12	-2.4
7	NNC(=O)Cn1nc(Cc2ccccc2)n(N)c1=O	1	5	-1	12	6	12	17	-1.9
8	CCN(CC)CCNC(=S)Nc1ccc(F)cc1	3	-1	1	22	-7	3	-1	1.6
9	CCc1ccc(/C=N/n2c(COc3ccccc3)n[nH]c2=S)cc1	7	-4	0	-21	61*	44*	28	0.1
10	Cc1ccccc1OCCCN1C(=O)C(=O)c2cccc(C)c21	-8	-17	-1	17	74*	26	54*	0.0
11	COc1ccc(OC)c(-c2cc(C(=O)N3CCc4ccccc4C3)no2)c1	0	20	3	5	38	23	41*	-1.5
12	CCOC(=O)c1cnn(-c2ccc(F)cc2)c1N	-18	-1	1	-11	9	-3	-12	0.0
13	O=C(c1ccc(-c2ccccc2)cc1)C1CCCN(C(=O)c2cncs2)C1 (stereo not drawn)	-10	-21	-3	-3	-263	-111	-80	0.1
14	O=C(O)c1ccc(N=Nc2c(O)[nH]c3cc(Cl)ccc23)cc1	-91	-332	-1	-205	8	8	10	4.6
15	COc1cccc(CN(C)C(=O)CCC(=O)c2cc(Br)ccc2OC)c1	-4	16	2	-16	18	-22	-19	-0.3
16	CS(=O)(=O)NCc1nnc(SCc2ccccc2C(F)(F)F)o1	-6	-7	1	9	7	-9	19	-0.9
17	O=C(O)CSc1nnc(COc2ccccc2)n1-c1ccccc1	15	8	-2	-21	6	-9	-4	-0.7
18	O=C1CCN(Cc2ccc(Br)cc2)CCN1[C@H](CO)Cc1ccccc1	11	3	-2	22	10	9	13	0.2
19	NS(=O)(=O)c1cccc(NC(=O)c2cc(-c3cccs3)nc3ccccc23)c1	0	-11	1	18	14	2	9	-2.2
20	CN(Cc1ccccc1)C(=O)COC(=O)c1ccc(Cl)cc1N	-5	-9	-1	4	-2	-32	14	-0.2
21	CN1C(=O)c2ccc(Oc3ccccc3)cc2C1=O	6	1	-3	3	35	20	29	2.6
22	Cc1ccc(NC(=O)c2ccc(NS(=O)(=O)c3c(C)noc3C)cc2)cc1C	-7	-5	-4	23	7	-5	4	0.1
23	Nc1nc(SCC(=O)N2CCc3ccccc3C2)[nH]c(=O)c1-c1ccccc1	-9	-9	-1	12	14	9	11	-1.3
24	COc1cc(OC)cc(C(=O)Nc2ccc3c(c2)OCCO3)c1	-40	-52	2	-60	16	2	1	4.6
25	CCC(CO)Oc1cc(NCc2ccccc2Cl)c2ncn(C(C)C)c2c1 (stereo not drawn)	-14	0	-1	10	17	-1	13	0.6
26	Cc1cc(CNC(=O)c2cccc([N+](=O)[O-])c2C)c2ccccc2n1	38	2	-1	-22	10	-20	15	-1.4
27	O=C(Nc1ccc(Cl)c(C(F)(F)F)c1)C1CCCN(S(=O)(=O)c2cnc[nH]2)C1 (stereo not drawn)	6	5	-1	15	14	-11	5	-1.3
28	Cc1cccc(C(=O)NN(C)c2nc(-c3ccccc3)nnc2C(F)(F)F)c1	34	7	0	17	-4	-26	-4	-0.8
29	COc1ccc(C2C(C(=O)Nc3cccnc3)=C(C)Nc3nc(-c4cccs4)nn32)cc1OC (stereo not drawn)	-3	4	0	-12	7	11	15	-1.3
30	Oc1cc2ccccc2cc1-c1n[nH]c(=S)n1Cc1ccco1	7	-5	1	7	18	10	12	0.2
31	COc1ccc(CCNc2nc3ccc(C)cc3n3cnnc23)cc1OC	-11	7	8	28	10	3	3	1.4
32	CCOC(=O)c1sc2nc(C)nc(Nc3ccc(OC)cc3)c2c1C	-2	12	0	-21	-9	-1	-8	-1.9
33	COC(=O)CN1C(=O)CC(C)(C)Sc2ccccc21	-3	-3	2	-13	7	-1	-6	0.8
34	Cn1nnc2c[n+](CC(=O)c3ccc(Cl)cc3)cc(Br)c21	40	-17	5	48	17	26	26	9.1
35	COc1cc2c(cc1OC)CN(C(=O)c1cccc(S(=O)(=O)N(C)C)c1)CC2	-7	9	-2	8	7	1	-15	0.1
36	Cc1cc(C)cc(C(=O)N(c2ccccn2)C(C)c2ccco2)c1 (stereo not drawn)	-3	-2	1	-23	30	10	29	-1.6
37	O=C(NCCc1ccccc1)C(=O)NCC1OCCCN1S(=O)(=O)c1cccs1 (stereo not drawn)	-7	7	-8	20	5	-2	-7	4.3
38	CCOc1ccc(NS(=O)(=O)c2ccc(C)c(C(N)=O)c2)cc1	11	0	3	6	-5	5	5	2.5
39	CCCCOP(=O)(OCCCC)C(O)c1ccc(Br)cc1 (stereo not drawn)	-1	21	1	15	22	15	10	1.0
40	CCOc1cc(C(=S)N2CCOCC2)ccc1OC(=O)c1ccc(C)cc1	9	12	-3	-10	34	4	21	-0.1
41	CC(C)c1ccc(NC2CCCN(C(=O)CCN3CCCC3=O)C2)cc1 (stereo not drawn)	5	-10	-4	19	6	-1	-5	1.0
42	COc1ccc(N2CCN(C(=O)COCc3cc(-c4ccc5c(c4)OCO5)on3)CC2)cc1	-9	-48	-2	-5	12	-1	11	1.0
43	COC(=O)CCn1nc(-c2ccc(C)cc2)c2ccccc2c1=O	-2	11	0	25	21	5	11	0.7
44	Nc1ccccc1OCCOCCOCCOc1ccccc1N	5	-5	-1	34	6	14	7	1.5
45	CN1CCC(=NNC(=O)C(=O)Nc2cccc(Br)c2)CC1	-2	11	2	7	14	-3	10	-0.5
46	CNS(=O)(=O)c1cccc(C(=O)Nc2cccc(Cl)c2)c1	-36	-35	0	-15	3	-14	16	1.2
47	Cc1csc(N(C)C(=O)CSc2nnc(COc3ccccc3C)o2)n1	3	10	-4	20	29	22	23	-1.0
48	CCc1ccc(OCC2Cn3c(nc4c3c(=O)[nH]c(=O)n4C)O2)cc1 (stereo not drawn)	2	-14	-2	13	3	9	-4	1.8
49	COc1cc(NC(=O)C2CC2)c(OC)cc1NC(=O)CCC(=O)NC1CCN(Cc2ccccc2)CC1	3	4	-3	16	6	9	10	0.6
50	CCCN(CC1CC1)C(=O)CSc1nnc(-c2cc(-c3cccs3)nc3ccccc23)o1	-1	-4	-3	23	16	3	24	-2.5

Continued:
no.	Structure	Jurkat NFkB inh	697 NFkB inh	UPR XBP1 act	Mdm2 MdmX PPI	tim23-1 inh	TIM10 inh	tim10-1 inh	CHOP UPR activ
51	Cc1ccc(-c2nc3n(n2)Cc2ccccc2-3)cc1	-73	-236	-2	-4	54*	20	14	-5.2
52	CC(C)=C(NC(=O)c1ccccc1)C(=O)NCCCC(=O)O	2	-5	0	0	-5	-8	-16	-0.6
53	COc1ccc(Nc2nc(N)nc(CSCCO)n2)cc1	-28	-6	-2	20	13	-11	15	1.3
54	O=C(Nc1ccc2oc(-c3ccncc3)nc2c1)c1ccc2c(c1)OCCO2	-2	-11	16	48	-40	-6	-14	2.1
55	CC(C)CC(=O)N1CCN(Cc2ccccc2Cl)CC1	1	-15	-3	19	-2	-2	-23	0.6
56	Cc1ccc(NC(=O)c2ccc(OCc3c(C)noc3C)cc2)cc1	-3	5	-3	23	-1	-10	-27	0.4
57	Cc1nc(SCC(=O)NCc2ccco2)c2c(C)c(C)sc2n1	6	0	5	10	15	8	15	-0.4
58	COc1ccc(C(=O)COC(=O)C(CCSC)NC(=O)COc2ccccc2)cc1 (stereo not drawn)	1	16	1	16	19	2	14	0.0
59	CCOC(=O)N1CCN(C(=O)c2ccccc2Oc2ccccc2)CC1	-16	14	0	21	9	-3	6	-3.9
60	CCn1c2ccccc2c2cc(CN3CCN(C(=O)c4ccco4)CC3)ccc21	14	-2	-6	23	27	6	20	3.9
61	O=C(Cn1nc(C(=O)O)c2ccccc2c1=O)Nc1nc(-c2ccccc2)cs1	-13	13	2	-5	6	13	-17	2.4
62	CCCCc1ccc(NC(=O)CSc2nc(=O)n(CCN(C)C)c3c2CCC3)cc1	9	-21	5	37	3	3	3	2.4
63	CC1(C)CC(NC(=S)NCc2ccco2)CC(C)(C)N1	-11	9	1	17	9	-5	-9	1.0
64	O=C(CSc1ccc(-c2ccco2)nn1)NCc1ccc(Cl)cc1	4	11	-4	6	5	-2	-15	0.4
65	Cc1cc(=O)oc2cc(OCC(=O)N3CCN(C(=O)C4COc5ccccc5O4)CC3)c(Cl)cc12 (stereo not drawn)	15	13	-5	17	14	5	27	-0.2
66	O=C(O)c1ccc2c(c1)C(=O)N(c1ccc(C(=O)OCC(=O)c3ccccc3)cc1)C2=O	-26	-4	-1	-28	25	-2	11	0.3
67	CC1=NNC(=O)C1C(c1cccc(O)c1)C(C#N)C#N (stereo not drawn)	0	-2	-1	4	5	-20	-3	0.2
68	CC1(C)CC(=O)c2c(Cc3ccccc3)noc2C1	-14	-1	0	6	25	3	-1	-0.2
69	Nc1c([N+](=O)[O-])c(=O)oc2ccccc12	0	6	1	11	4	12	1	-2.0
70	CC(C)=CCC12Oc3cc(O)ccc3C1(O)Oc1cc(O)c([C@H]3C=C(C)CC(c4ccc(O)cc4O)[C@H]3C(=O)c3ccc(O)cc3O)c(O)c1C2=O (stereo partly drawn)	-5	0	-5	68*	23	1	25	-0.1
71	CC(NC(=O)c1cc(=O)[nH]c2ccc(Br)cc12)c1ccccc1 (stereo not drawn)	8	13	-4	4	-1	4	-10	1.2
72	COc1ccc(CNC(=O)C2CCCC2)cc1	-16	10	-1	2	8	14	4	3.0
73	O=C(Nc1ccc(-c2cn3ccccc3n2)cc1)c1cccs1	-78	-39	2	-29	62*	42*	-4	2.7
74	COC(=O)N1C(=O)[C@](c2ccccc2)(C2CCCCC2)N1C(=O)OC	10	-2	-4	46	49	43*	49*	-0.9
75	OC(c1ccccn1)(c1ccccn1)c1ccccn1	-6	4	0	7	-5	-20	12	-0.6
76	Cc1ccc(NC(=O)CCC(=O)O)cc1F	11	11	0	-8	-2	2	4	2.0
77	COc1cc(C2Nc3ccc4ncccc4c3C3=C2C(=O)CCC3)cc(OC)c1O (stereo not drawn)	4	-17	0	40	9	-2	17	-4.7
78	CCCNC(=O)c1onc(CSc2ccc(Cl)cc2)c1C(=O)NCCOC	7	30	-2	15	19	3	16	0.5

Rewritten with values under each structure: part of the list above
Each structure is followed by: Jurkat NFkB inh, 697 NFkB inh, UPR XBP1 act, Mdm2 MdmX PPI, tim23-1 inh, TIM10 inh, tim10-1 inh, CHOP UPR activ
51) Cc1ccc(-c2nc3n(n2)Cc2ccccc2-3)cc1
→ -73, -236, -2, -4, 54*, 20, 14, -5.2
52) CC(C)=C(NC(=O)c1ccccc1)C(=O)NCCCC(=O)O
→ 2, -5, 0, 0, -5, -8, -16, -0.6
53) COc1ccc(Nc2nc(N)nc(CSCCO)n2)cc1
→ -28, -6, -2, 20, 13, -11, 15, 1.3
54) O=C(Nc1ccc2oc(-c3ccncc3)nc2c1)c1ccc2c(c1)OCCO2
→ -2, -11, 16, 48, -40, -6, -14, 2.1
55) CC(C)CC(=O)N1CCN(Cc2ccccc2Cl)CC1
→ 1, -15, -3, 19, -2, -2, -23, 0.6
56) Cc1ccc(NC(=O)c2ccc(OCc3c(C)noc3C)cc2)cc1
→ -3, 5, -3, 23, -1, -10, -27, 0.4
